# S1P4 antagonist = S1P4 receptor antagonists, primary screen, cell-based; Sphingosine 1-phosphate receptor 4 (Homo sapiens), O95977; inhibition, % at 4.98 µM; hit rate 0.26% among 220,000; S1P4-expressing cells, antagonist mode, reporter read-out; in the data active = inhibition above about 29%;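 note: 0% = wells stimulated with agonist and 100% = vehicle wells without agonist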
# Target sequence (O95977 whole entry, looked up): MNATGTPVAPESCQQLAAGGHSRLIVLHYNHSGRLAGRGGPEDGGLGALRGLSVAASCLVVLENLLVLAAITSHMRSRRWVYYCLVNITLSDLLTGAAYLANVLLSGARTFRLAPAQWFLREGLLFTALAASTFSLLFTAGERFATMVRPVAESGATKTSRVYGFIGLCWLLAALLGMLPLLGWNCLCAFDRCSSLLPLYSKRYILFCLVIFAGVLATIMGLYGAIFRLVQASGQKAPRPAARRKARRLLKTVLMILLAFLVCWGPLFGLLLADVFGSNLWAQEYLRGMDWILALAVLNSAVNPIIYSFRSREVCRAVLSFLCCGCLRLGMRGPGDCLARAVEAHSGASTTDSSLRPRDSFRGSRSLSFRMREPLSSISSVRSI
# EP2 mod = EP2 receptor modulators, cAMP readout, primary screen, cell-based, HTRF cAMP, PGE2 stimulation. EP2-expressing cells, cAMP HTRF FRET, PGE2 co-stimulation. induction, % at 25 µM. hit rate 0.83% among 260,000. AID 940, 2007;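 active = compounds whose cAMP rise, as percent of the full-agonist control response, exceeds 60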;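 note: rat C6 glioma line stably carrying human EP2 under a CMV promoter; the protocol text gives 20 µM as final concentration; 100% = response of wells given 1 µM PGE2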
# Target sequence (P43116 whole entry, looked up): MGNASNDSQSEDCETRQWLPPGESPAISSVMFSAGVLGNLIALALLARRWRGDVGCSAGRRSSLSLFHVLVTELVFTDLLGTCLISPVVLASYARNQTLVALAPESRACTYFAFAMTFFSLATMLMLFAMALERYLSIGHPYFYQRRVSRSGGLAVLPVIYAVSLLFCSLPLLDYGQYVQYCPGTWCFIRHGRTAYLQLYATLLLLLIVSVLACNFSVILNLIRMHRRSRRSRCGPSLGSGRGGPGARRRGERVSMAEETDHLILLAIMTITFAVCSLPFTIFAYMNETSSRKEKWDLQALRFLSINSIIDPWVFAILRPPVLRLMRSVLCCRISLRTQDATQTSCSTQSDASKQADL
# BaF3 tox = parental Ba/F3 cell viability inhibition, counter-screen for JAK2V617F inhibitor project, murine pro-B, CellTiter-Glo luminescence; inhibition, % at 5.6 µM; CellTiter-Glo ATP luminescence; AID 1486, 2009; hit rate 1.1% among 220,000;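 active = inhibition above a per-campaign cutoff, the mean inhibition of all tested compounds plus 3 SD, cut at about 27% in these data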;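 note: 0% = DMSO wells and 100% = JAK Inhibitor I control wells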
# m-calpain inh = inhibitors of pig calpain II, primary screen, biochemical, fluorogenic peptide substrate, 1536-well; inhibition, % at 16 µM; hit rate 0.37% among 220,000; purified calpain II, 30 min;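 active = inhibition above about 50%, limit read from the data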
# PERK inhibitor = block of dimerizer-induced PERK translation repression, primary screen, PERK inhibitor project, CHO PERK-DD cells, SEAP luminescence, HTS | CHO PERK-DD fusion, SEAP luminescence translation reporter | hit rate 0.17% among 220,000 | inhibition, % at 5.6 µM;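 active = inhibition above the mean inhibition of all tested compounds plus 3 SD, set separately per screening campaign, cut at about 2.9% in these data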;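 note: PERK kinase domain activated by AP20187 dimerizer at 100 nM; 0% = DMSO with dimerizer and 100% = rapamycin at 8.4 µM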
# Ba/F3 V617F tox = reduced viability of JAK2V617F-dependent Ba/F3 cells, primary screen, JAK2V617F inhibitor project, cell-based, Ba/F3 EpoR-JAK2V617F, luminescence; hit rate 1.1% among 220,000; AID 1446, 2008; ATP luminescence; inhibition, % at 5.6 µM;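 active = inhibition above the campaign mean plus 3 SD over all tested compounds, cut at about 24% in these data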;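 note: cytokine-independent growth of Ba/F3 cells driven by EpoR plus mutant JAK2; 0% = DMSO-treated cells and 100% = JAK inhibitor I control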
# S1P4 ag = S1P4 receptor agonists, primary screen, cell-based | Sphingosine 1-phosphate receptor 4 (Homo sapiens), O95977 | S1P4-expressing cell line, agonist reporter assay | activation, % at 4.98 µM | hit rate 0.35% among 220,000 | AID 1509, 2009; in the data active = activation above about 11%;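 note: 0% = DMSO vehicle and 100% = reference agonist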
# zfTRPN1 agonist = zebrafish TRPN1 channel agonists, primary screen, cell-based, HEK293, calcium fluorescence. hit rate 0.18% among 220,000. transient receptor potential cation channel N1 (TRPN1/NompC), Danio rerio. HEK293 zebrafish TRPN1-YFP, Fluo-8 calcium fluorescence; 100% = response to 87 µM carbachol. AID 1424, 2008. activation, % at 3 µM;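 active = activation above its plate's cutoff, the mean activation of test wells on that plate plus 3 SD, cut at about 19% in these data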;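 note: 0% = DMSO alone and 100% = 87 µM carbachol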
#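 System: zebrafish TRPN1-YFP in HEK293 cells / Dosing: 3 µM single point / Timing: dye loading 1 h at 37 °C, then 30 min room temperature / Signal: Fluo-8 calcium fluorescence, excitation 470-495 nm, emission 515-575 nm / Read-out basis: percent activation from peak over basal fluorescence ratio, control-normalized / Control set: high carbachol 87 µM, low DMSO alone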
# TRPML3 agonist = human TRPML3 channel agonists, primary screen, cell-based, HEK293 TRPML3-YFP, Fluo-8 calcium fluorescence, 3 µM; 100% = the carbachol control signal; activation, % at 3 µM; hit rate 0.29% among 220,000; AID 1448, 2008;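 active = activation above its plate's cutoff, the mean activation of the plate's test wells plus 3 SD, cut at about 12% in these data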;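 note: 0% = DMSO only wells and 100% = carbachol wells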
#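 Material: TRPML3-YFP stable HEK293 cells | Dosing: One concentration, 3 µM nominal, 0.3% DMSO | Timing: 125 s total fluorescence read per well | Technique: Fluo-8 calcium dye fluorescence, ex 470-495, em 515-575 nm | Measure: Percent activation from peak-to-basal fluorescence ratio, scaled between DMSO and carbachol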
# * hit, by the source's call; & = joins results of further samples.
SMILES,S1P4 antagonist,EP2 mod,BaF3 tox,m-calpain inh,PERK inhibitor,Ba/F3 V617F tox,S1P4 ag,zfTRPN1 agonist,TRPML3 agonist
COc1ccc(NC(=S)N2CCN(CCN3C(=O)c4cccc5cccc(c45)C3=O)CC2)cc1,-6,-12,11,51*,1.2,3,-1.9,2.5,0.6
CC(OC(=O)c1ccc(S(=O)(=O)NCc2ccco2)cc1)C(=O)Nc1ccc(Cl)cn1 (stereo not given),-16,-48,1,-7,-0.4,-3,1.2,0.3,0.8
C=CC(=O)Nc1ccc(Br)cc1,-2,26,5,3,2.2,-4,-0.5,0.4,0.1
O=C(O)c1ccc(/C=N/NC(=O)C2CC2(c2ccccc2)c2ccccc2)cc1 (stereo not given),-1,20,2,31,-0.2,2,0.6,1.3,0.2
NC(=O)COc1ccc(-n2cnnn2)cc1,-24,9,3,-84,1.5,-3,1.2,1.1,0.4
CC(C)OCCCNC(=O)CCc1nc(-c2ccccc2)no1,-12,10,6,-2,0.5,-4,-0.1,-0.4,0.6
COc1cc(OC)c(-c2nnc(-c3ccc(OC)c(OC)c3OC)o2)cc1OC,-11,-21,3,-500,-1.4,4,0.8,0.0,0.4
CCOC(=O)c1[nH]c2ccccc2c1NC(=O)c1ccc(S(=O)(=O)N(C)C)cc1,0,-27,3,-15,-0.8,0,0.0,1.3,0.3
Cn1cccc1/C=C1\SC(=O)N(c2ccccc2)C1=O,-14,-2,5,-64,-0.1,-2,1.6,-0.5,0.9
O=C(Cn1cc(C(F)(F)F)cc(Cl)c1=O)NCCc1ccccc1,-6,8,12,25,-0.1,3,-1.9,-0.1,0.4
CC(C)(C)OC(=O)N1CCC2(CC1)C(C#N)=C(N)OC1=C2C(=O)CCC1,12,-25,0,11,0.1,-3,3.0,-0.1,0.6
COc1ccccc1NS(=O)(=O)c1cccc(C(=O)N/N=C/c2cn(-c3ccccc3)nc2-c2ccccc2)c1,-8,-12,7,-105,-0.8,0,0.5,1.1,0.9
Cc1ccc(C)c(N2CCN(C(=O)c3ccc(Cn4c(=S)[nH]c5ccc(N6CCOCC6)cc5c4=O)cc3)CC2)c1,-25,29,6,-187,-0.5,-1,4.8,1.0,0.6
COC(=O)C1CCN(C(=O)c2ccc(OC3CCN(Cc4ccccn4)CC3)cc2)CC1,-4,-26,0,18,1.6,-2,-0.6,0.8,1.6
Cc1cc(-c2ccc(NC(=O)[C@@H]3CCCC[C@@H]3C(=O)O)c(C)c2)ccc1NC(=O)[C@@H]1CCCC[C@@H]1C(=O)O,-1,-1,8,35,0.9,4,-0.2,0.4,0.8

# Rewritten field by field: 2 of the compounds above.
compound: CC(C)OCCCNC(=O)CCc1nc(-c2ccccc2)no1
- S1P4 antagonist: -12
- EP2 mod: 10
- BaF3 tox: 6
- m-calpain inh: -2
- PERK inhibitor: 0.5
- Ba/F3 V617F tox: -4
- S1P4 ag: -0.1
- zfTRPN1 agonist: -0.4
- TRPML3 agonist: 0.6

compound: COc1cc(OC)c(-c2nnc(-c3ccc(OC)c(OC)c3OC)o2)cc1OC
- S1P4 antagonist: -11
- EP2 mod: -21
- BaF3 tox: 3
- m-calpain inh: -500
- PERK inhibitor: -1.4
- Ba/F3 V617F tox: 4
- S1P4 ag: 0.8
- zfTRPN1 agonist: 0.0
- TRPML3 agonist: 0.4

# The results go on.
SMILES,S1P4 antagonist,EP2 mod,BaF3 tox,m-calpain inh,PERK inhibitor,Ba/F3 V617F tox,S1P4 ag,zfTRPN1 agonist,TRPML3 agonist
CC(=O)c1cccc(NC(=O)N2CCCC2C(=O)NCCC(C)C)c1 (stereo not given),15,10,2,-18,-1.2,3,3.2,1.4,0.1
COc1ccc2c(-c3cc4ccc(OCc5ccc(F)cc5)cc4oc3=O)cc(=O)oc2c1,-10,4,4,0,-0.4,2,-1.0,-0.2,0.5
COC(=O)c1ccc(Oc2coc3cc(OCc4ccc([N+](=O)[O-])cc4)ccc3c2=O)cc1,-7,18,0,-53,-0.4,4,1.5,0.6,1.0
O=C(Nc1nnc(-c2ccncc2)o1)C1CCCCC1,-10,12,5,-18,0.6,-2,-0.3,2.2,1.1
S=C(c1cccs1)N1CCCC1,-4,-21,-3,-13,0.4,-4,-1.2,-0.5,0.7
CCCS(=O)(=O)Nc1cc(C(F)(F)F)ccc1OCCOC,1,8,4,-32,1.1,-2,-2.1,0.9,0.8
Cc1nc2c(cnn2-c2ccccc2Cl)c(=O)n1-c1ccc(N2CCC(C)CC2)cc1,2,-6,2,-5,-0.1,1,0.2,-0.1,1.6
O=C(O)c1c2c(nc3ccc(S(=O)(=O)N4CCC(C(=O)NC5CCCCCC5)CC4)cc13)CCCC2,1,-3,12,-118,1.6,3,-0.4,0.3,0.4
CCOC(=O)c1[nH]c2ccc(OC)cc2c1NC(=O)CN1CCSCC1,-8,8,3,-473,-1.3,-2,1.0,1.5,-0.6
O=C(/C=C/c1cccc(F)c1)Nc1cc(S(=O)(=O)N2CCOCC2)ccc1N1CCCC1,-15,19,2,-32,-0.6,-1,-0.7,-0.5,-0.4
COc1ccc(-c2nn(-c3ccccc3)cc2/C=C/C(=O)OCC(=O)Nc2ccccc2C#N)cc1,-17,2,3,-8,0.0,-2,-0.1,-0.5,0.9
COC(=O)c1nnn(CC(=O)Nc2cccc(OC)c2)c1C(=O)OC,-3,-4,6,-1,2.2,0,1.3,3.8,0.4
CC(=O)NCCSCCNC(C)=O,-5,17,3,-25,0.5,0,1.1,1.3,1.7
COc1ccccc1NC(=S)NNC(=O)c1ccc(Cl)cc1Cl,-17,3,2,-25,1.6,-3,-5.1,1.4,1.1
CC1CCc2cc(F)ccc2N1C(=O)c1cc2nc(-c3ccco3)cc(C(F)(F)F)n2n1 (stereo not given),-14,-3,-4,-78,0.8,-3,2.8,1.0,0.1
c1ccc(CCNc2ncnc3c2nnn3Cc2ccccc2)cc1,10,-29,4,-14,0.8,-1,1.0,0.5,1.0
c1ccc(C2Nc3ccccc3Oc3ccccc32)cc1 (stereo not given),-22,81*,3,-2,0.2,3,2.6,-1.2,-0.6
CCOc1ccccc1N(CC(=O)N1CCCCCC1)S(C)(=O)=O,-19,16,4,-52,-0.3,1,1.3,1.8,0.6
O=C1NN(c2ccc(F)c(Cl)c2)C(=O)/C1=C\c1cccc(OC(=O)c2cccs2)c1,-1,-28,4,-19,1.1,-4,0.8,-0.7,0.9
C=C(C)c1cccc(C(C)(C)NC(=O)N2CC(C)OC(C)C2)c1 (stereo not given),2,2,2,32,0.5,-4,0.2,0.3,-0.3
NC(=O)c1nc(-c2cccs2)nc2c1[nH]c(=O)n2-c1ccc(F)cc1,-10,-1,2,-10,1.9,-2,0.2,0.6,0.9
O=C(Cn1cc(C(F)(F)F)ccc1=O)N/N=C/c1cccc(Cl)c1Cl,-32,-29,4,26,-1.1,1,0.3,-0.2,0.6
CCOC(=O)/C=c1\s/c(=C\c2ccccc2OC)c(=O)n1CC(=O)N1CCOCC1,7,6,5,-55,-1.0,-1,-0.3,0.3,-0.3
NC(=O)N/N=C/C=C/c1ccc(F)cc1,-8,-39,-6,-7,0.7,1,1.3,0.9,-0.1
CC1=CS(=O)(=O)CC1Sc1nc2ccccc2[nH]1 (stereo not given),-8,18,2,4,0.1,-2,-1.6,-0.8,0.9
CC1=NN2C(=N)/C(=C\c3cc(C)n(Cc4ccccc4)c3C)C(=O)N=C2S1,-7,-31,5,-10,0.7,0,0.8,2.0,0.0
CN(C)C(=O)c1ccc(OCC(F)(F)F)nc1,4,-7,-3,-11,1.5,-1,0.8,2.3,0.9
COc1cc(=O)n2c(-c3ccccc3)csc2n1,16,0,4,-29,-0.1,1,-1.5,0.8,-0.5
CCCNS(=O)(=O)c1ccc(OCC(=O)N2CCN(c3ccccc3)CC2)cc1,-1,11,7,-6,-0.3,-2,1.9,0.7,0.4
COc1ccc(S(=O)(=O)N(CC(=O)NCc2cccnc2)C2CCCCC2)cc1OC,9,-7&5,-3,19,-1.5,0,-1.9,3.1,0.9
CC(C(=O)NCc1ccc2c(c1)OCO2)N(c1ccccc1)S(C)(=O)=O (stereo not given),0,22,-3,1,-0.2,-5,-1.0,-0.8,0.2
O=C(CCc1nnc(-c2ccc(-c3ccccc3)cc2)o1)NCCc1ccccn1,-12,-74,5,-7,-0.6,-2,1.6,0.8,0.9
O=c1ccn(CCCBr)c(=O)[nH]1,-4,-15,-4,1,0.9,0,-1.7,0.5,0.9
CCn1c(CC(C)C)n[nH]c1=S,-8,22,-1,6,0.8,-2,2.1,0.0,-0.1
N#Cc1ccc(Cn2ccnc2C(=O)Nc2ccccc2)cc1,-12,-31,3,-4,1.5,0,-1.1,1.4,0.5
CC1=Nc2ccc(Br)cc2C(c2ccccc2)N1CC(=O)NN (stereo not given),-22,5,0,-8,0.5,1,0.8,1.0,0.9
NC(=O)c1cnn2c1NC(c1ccc(F)cc1)CC2C(F)(F)F (stereo not given),-7,21,4,-14,0.8,-1,-0.1,2.2,0.2
Oc1ccc(-c2nccc(-c3ccc(Cl)cc3Cl)n2)cc1,5,14,13,-15,0.6,3,1.4,0.2,0.2
CCCCn1c(SCC(=O)Nc2nnc(C(C)C)s2)nc2c1c(=O)n(C)c(=O)n2C,-7,-13,0,23,-0.2,-3,-0.3,-0.7,0.5
CCN(CCCNC(=O)CNC(=O)Cn1cnc2ccccc2c1=O)c1cccc(C)c1,-12,20,3,2,0.2,-1,1.3,0.2,0.5
CCOc1ccc(N(CC(=O)NCC2CCCO2)C(=O)CCC(=O)Nc2ccccn2)cc1 (stereo not given),-12,23,0,-16,0.5,0,1.7,-0.2,0.4

# Among those listed so far, these have an NH in an aromatic ring:
SMILES,S1P4 antagonist,EP2 mod,BaF3 tox,m-calpain inh,PERK inhibitor,Ba/F3 V617F tox,S1P4 ag,zfTRPN1 agonist,TRPML3 agonist
CCOC(=O)c1[nH]c2ccccc2c1NC(=O)c1ccc(S(=O)(=O)N(C)C)cc1,0,-27,3,-15,-0.8,0,0.0,1.3,0.3
Cc1ccc(C)c(N2CCN(C(=O)c3ccc(Cn4c(=S)[nH]c5ccc(N6CCOCC6)cc5c4=O)cc3)CC2)c1,-25,29,6,-187,-0.5,-1,4.8,1.0,0.6
CCOC(=O)c1[nH]c2ccc(OC)cc2c1NC(=O)CN1CCSCC1,-8,8,3,-473,-1.3,-2,1.0,1.5,-0.6
NC(=O)c1nc(-c2cccs2)nc2c1[nH]c(=O)n2-c1ccc(F)cc1,-10,-1,2,-10,1.9,-2,0.2,0.6,0.9
CC1=CS(=O)(=O)CC1Sc1nc2ccccc2[nH]1 (stereo not given),-8,18,2,4,0.1,-2,-1.6,-0.8,0.9
O=c1ccn(CCCBr)c(=O)[nH]1,-4,-15,-4,1,0.9,0,-1.7,0.5,0.9
CCn1c(CC(C)C)n[nH]c1=S,-8,22,-1,6,0.8,-2,2.1,0.0,-0.1

# Source: PubChem
